# Screening data as filed in PubChem.
# NFkB transloc pot: enhances IL-1B driven NFkB nuclear translocation. activation, % at 2 µM. 94,000 compounds, 0.3% hits. AID 819. HUVEC IL-1B NFkB p65 nuclear translocation imaging;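 active = activation above 40%, about the mean plus 3 SD, also judged a hit on visual image review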;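 also: percent activation is computed from the nuclear over cytoplasmic p65 intensity ratio; values of inactives mirror those of a sister screen read the other way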
# Bcl-B displacement: displacers of TR3 peptide from Bcl-B, primary screen, selectivity assay for Bfl-1 inhibitor project, biochemical, fluorescence polarization. 96,000 compounds, 0.11% hits. AID 748. FP displacement of FITC-TR3 peptide from Bcl-B; higher % means a stronger effect. one-dose displacement, % at 20 µM; IC50 in µM for titrated hits;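 active = displacement above 50% at 20 µM plus a fluorescence interference ratio under 1.5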;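 also: plate controls were wells without compound for no effect and wells lacking Bcl-B protein for full effect; a part of the inactive calls stands beside numbers as strong as those of hits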
# IL1B NFkB inh: blocks IL-1B driven NFkB nuclear translocation in HUVEC cells; HUVEC IL-1B NFkB p65 nuclear translocation imaging; inhibition, % at 2 µM; 94,000 compounds, 0.43% hits;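 active = inhibition above about 30% together with a positive call from visual inspection of the well image, limit read from the data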;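 also: nuclear over cytoplasmic p65 intensity ratio measured by imaging; 0% = IL-1B stimulated DMSO wells and 100% = unstimulated DMSO wells; values of inactives mirror those of a sister screen read the other way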
# PLAP inhibitors HTS: PLAP enzyme inhibitors, biochemical, luminescence, HTS (AID 690); purified PLAP, luminescent substrate; higher % means a stronger effect; one-dose inhibition, % at 20 µM; IC50 in µM for titrated hits; 96,000 compounds, 0.08% hits; in the data active = a potency from the dose series; inactive = the rest, 99 in 100 with inhibition below about 30%; also: strong numbers were not always called active
# MRP reversal: MRP-mediated drug resistance reversal | H69AR cells + 2 uM doxorubicin, CellTiter-Glo, 72 h | differential viability (reversal), % at 10 µM | 85,000 compounds, 0.04% hits;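 active = viability drop by adding the cancer drug above about 55%, with treated viability meeting a 40% cutoff, limit read from the data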;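 also: viability without doxorubicin minus viability with 2 µM doxorubicin for each compound; larger differential means the compound sensitizes cells more to doxorubicin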
# MRP reversal cytotoxicity: second read-out of MRP reversal, no call of its own (marks repeat the call); viability, %; H69AR cells, CellTiter-Glo, 72 h; measured here: cytotoxicity without doxorubicin
# MRP reversal with doxorubicin: also measured in MRP reversal; calls as there; viability, %; measured here: viability with 2 uM doxorubicin; hits give low values
# IL1B NFkB inh cell count 2 µM: recorded beside IL1B NFkB inh, whose call it bears; cell count; measured here: cells passing quality filter;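 raw number of nuclei counted in each imaged well without normalization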
# NFkB transloc pot cell count 2 µM: second read-out of NFkB transloc pot, no call of its own (marks repeat the call); cell count; measured here: cells passing quality filter
# The depositor's hits bear a star; nt = not tested or not shown.
SMILES	NFkB transloc pot	NFkB transloc pot cell count 2 µM	Bcl-B displacement	IL1B NFkB inh	IL1B NFkB inh cell count 2 µM	PLAP inhibitors HTS	MRP reversal	MRP reversal cytotoxicity	MRP reversal with doxorubicin
COCC(=O)N(Cc1cc2cc(OC)ccc2[nH]c1=O)c1ccc(C)cc1	-2	155	-4%	2	155	-52%	-5	90	95
CN1C(=O)C(CC(=O)N2CCN(C(c3ccccc3)c3ccccc3)CC2)N(C)C1=O (configuration not stated)	14	124	-1%	-14	124	-33%	0	94	94
CC1CCCCN1C(=O)Cc1ccc(Cl)cc1 (configuration not stated)	25	128	-7%	-24	128	-17%	7	81	74
CCOC(=O)N1CCC(NC(=O)CCc2c(C)nc3c(c(C)nn3C(C)(C)C)c2C)CC1	1	152	-2%	-1	152	-64%	5	100	95
CC(C)(C)NS(=O)(=O)c1ccc(CCC(=O)Nc2ccc3c(c2)OCO3)cc1	-7	103	10%	7	103	-3%	3	97	94
O=C(Nc1ccccc1)N(Cc1cccs1)C1CCCC1	10	114	-8%	-10	114	22%	13	98	85
COC(=O)c1cn(NC(=O)C2CCC(C(C)(C)C)CC2)c(=O)c2ccccc12 (configuration not stated)	18	190	0%	-18	190	13%	nt	nt	nt
O=C(NCc1ccncc1)Nc1ccccc1Cl	nt	nt	0%	nt	nt	8%	14	93	79
COCCN(Cc1cc2cc3c(cc2n2nnnc12)OCO3)C(=O)c1ccccc1F	18	114	-1%	-18	114	-17%	-18	67	86
CC(C)OC(=O)CN1C(=O)C(=O)c2ccccc21	0	148	nt	0	148	nt	-8	13	21

# (continued)
SMILES	NFkB transloc pot	NFkB transloc pot cell count 2 µM	Bcl-B displacement	IL1B NFkB inh	IL1B NFkB inh cell count 2 µM	PLAP inhibitors HTS	MRP reversal	MRP reversal cytotoxicity	MRP reversal with doxorubicin
O=C(Cn1cncn1)NCc1cccc2ccccc12	2	122	9%	-2	122	7%	nt	nt	nt
CCc1cccc(OCCCN2C(=O)NC(C)(C)C2=O)c1	-16	69	1%	16	69	-36%	4	94	91
Cn1c(=O)c2c(nc(N3CCCCCC3)n2CC(=O)c2ccc(Br)cc2)n(C)c1=O	nt	nt	-2%	nt	nt	13%	4	47	43
O=C1NCCCC1C(=O)NCCNC(=O)C(F)(F)F (configuration not stated)	1	181	-1%	-1	181	-14%	-9	99	108
COc1ccccc1/C=C1\NC(=S)N(CC2CCCO2)C1=O (configuration not stated)	13	181	4%	-13	181	19%	nt	nt	nt
CC(C)C(NC(=O)OCc1ccccc1)C(=O)O (configuration not stated)	-5	157	-2%	6	157	13%	-2	96	98
COc1ccc(NC(=O)C2CCCN(S(=O)(=O)c3ccc(C)cc3)C2)cc1OC (configuration not stated)	-2	98	nt	2	98	nt	nt	nt	nt
O=C(O)c1ccc(CS(=O)c2cccc(C(F)(F)F)c2)o1 (configuration not stated)	-6	43	-10%	6	43	nt	15	105	89
Cc1c(NC(=O)c2cc(CC(C)C)on2)c(=O)n(-c2ccccc2)n1C	-15	153	-7%	15	153	-2%	-12	96	108
c1ccc(N=P(c2nc3ccccc3o2)(N2CCOCC2)N2CCOCC2)cc1	13	135	8%	-13	135	-19%	10	98	88

# The results go on.
SMILES	NFkB transloc pot	NFkB transloc pot cell count 2 µM	Bcl-B displacement	IL1B NFkB inh	IL1B NFkB inh cell count 2 µM	PLAP inhibitors HTS	MRP reversal	MRP reversal cytotoxicity	MRP reversal with doxorubicin
COc1ccc(NC(=O)Cn2nnc(C(=O)NCc3ccccc3OC)c2N)cc1Cl	16	126	-9%	-16	126	20%	nt	nt	nt
Cn1ccnc1SCC(=O)Nc1cccc(O)c1	5	201	-2%	-5	201	15%	-6	107	113
CCOC(=O)Cn1nnnc1CN(Cc1cccs1)Cc1cc2cc(C)ccc2[nH]c1=O	7	168	-3%	-7	168	2%	-13	63	75
COc1ccc(OC)c(N(CC(=O)NCc2ccncc2)S(C)(=O)=O)c1	-2	155	2%	2	155	-7%	-7	102	109
O=C(NC1CCSC1=O)c1ccc(Oc2ccc(F)cc2)nc1 (configuration not stated)	5	186	0%	-5	186	-11%	nt	nt	nt
CC1(C)c2ccccc2N2CCC(=O)NC21/C=C/c1ccco1 (configuration not stated)	13	94	-13%	-13	94	-56%	8	90	82
COc1ccc(-c2csc(N(CCc3ccccc3)C(=O)COc3ccccc3)n2)cc1	-10	183	0%	10	183	6%	nt	nt	nt
c1cc2c(cc1C1CCCCC1)c1c3n2CCN=C3CCC1	4	104	nt	-4	104	nt	-1	0	1
CC(CCc1ccc(O)cc1)N(C)CCc1ccccc1 (configuration not stated)	-4	90	1%	4	90	10%	-3	95	99
CC(C)CCNC(=O)c1cccc(Cl)c1	-4	107	-6%	4	107	15%	14	103	89

# Following part:
SMILES	NFkB transloc pot	NFkB transloc pot cell count 2 µM	Bcl-B displacement	IL1B NFkB inh	IL1B NFkB inh cell count 2 µM	PLAP inhibitors HTS	MRP reversal	MRP reversal cytotoxicity	MRP reversal with doxorubicin
Cc1ccc(CNC(=O)C(=O)NCCCn2ccnc2)cc1	0	90	nt	0	90	nt	23	102	80
Cc1c(-c2ccc(F)cc2)[n+](=O)c(-c2ccc(F)cc2)c(C)n1[O-]	12	180	2%	-12	180	-22%	-1	97	99
CCn1c(SCC(=O)Nc2ccc(S(=O)(=O)Nc3onc(C)c3C)cc2)nnc1-c1ccccc1	7	52	4%	-7	52	-59%	16	98	83
CCNc1ccc(Br)cc(C(=O)/C=C/c2ccccc2Cl)c1=O	9	133	nt	-9	133	nt	-1	2	3
O=C(c1ccco1)N1CCN(C(c2ccccc2F)c2nnnn2CC2CCCO2)CC1 (configuration not stated)	15	125	-6%	-15	125	-60%	11	103	91
Cc1cc(N2CCOCC2)nc(SCC(=O)c2ccccc2)n1	nt	nt	13%	nt	nt	-36%	-26	49	75
Cc1ccc(-c2nc3ncccc3o2)cc1NC(=O)COc1ccccc1	4	173	11%	-4	173	12%	5	81	76
Cc1ccc2nc(SCC(=O)NCc3ccco3)c(C#N)cc2c1	7	156	-37%	-7	156	24%	-6	88	94
COc1ccc(-c2[nH]nc3c2C(c2ccoc2)C(C#N)=C(N)O3)cc1 (configuration not stated)	13	152	nt	-13	152	nt	-1	76	76
CCOc1ccc2nc(SC(C)C(N)=O)[nH]c2c1 (configuration not stated)	21	213	2%	-21	213	11%	3	95	92

# Going on with the list:
SMILES	NFkB transloc pot	NFkB transloc pot cell count 2 µM	Bcl-B displacement	IL1B NFkB inh	IL1B NFkB inh cell count 2 µM	PLAP inhibitors HTS	MRP reversal	MRP reversal cytotoxicity	MRP reversal with doxorubicin
CCNc1ccc2c(Cl)cc(=O)oc2c1	10	177	-1%	-10	177	1%	7	37	30
CCN(CC)S(=O)(=O)c1ccc(Cl)c(NC(=O)c2ccccc2C)c1	-2	150	-14%	2	150	7%	nt	nt	nt
COc1cc(C2/C(=C(/O)c3ccc(OCC(C)C)cc3)C(=O)C(=O)N2CCN(C)C)ccc1O (configuration not stated)	41*	120*	-8%	-41	120	-47%	21	107	86
CCc1cc2c(NCCC(=O)O)ncnc2s1	2	158	-2%	-2	158	18%	-2	95	97
Cn1c(SCc2ccccc2)nnc1-c1ccc2c(c1)OCO2	3	149	-2%	-3	149	-1%	-3	82	85
Cc1ccc2cccc(OCC(=O)NCc3ccco3)c2n1	nt	nt	9%	nt	nt	-66%	-8	82	90
COCCN(Cc1cc2cc3c(cc2[nH]c1=O)OCO3)C(=O)c1cccs1	1	126	4%	-1	126	-1%	8	90	83
CCCNC(=O)c1cc(S(=O)(=O)N2CCc3ccccc32)ccc1F	-5	113	nt	5	113	nt	15	91	77
CCC(c1nnnn1CS(=O)(=O)c1ccc(C)cc1)N1CCN(c2nc3ccccc3s2)CC1 (configuration not stated)	-8	155	7%	8	155	-78%	-15	53	68
CCOc1ccc(N(CC(=O)Nc2ccc3c(c2)OCCO3)S(=O)(=O)c2c(C)noc2C)cc1	0	172	-5%	0	172	9%	-1	73	74

# Other records
SMILES	NFkB transloc pot	NFkB transloc pot cell count 2 µM	Bcl-B displacement	IL1B NFkB inh	IL1B NFkB inh cell count 2 µM	PLAP inhibitors HTS	MRP reversal	MRP reversal cytotoxicity	MRP reversal with doxorubicin
Cc1[nH]n(-c2ccccc2)c(=O)c1-c1cccc(Cl)c1	-5	177	-1%	5	177	-15%	12	93	81
O=C(c1cc(-c2ccc(Cl)c(Cl)c2)on1)N1CCCC1	nt	nt	-6%	nt	nt	8%	-13	96	110
CCC1CCC2(CC1)NC(CO)(CO)CO2 (configuration not stated)	nt	nt	8%	nt	nt	-14%	-6	107	113
CCOc1ccc(C(=O)Nc2cc(C)c3c(=O)oc4ccccc4c3n2)cc1	0	135	-184%	0	135	-27%	6	19	13
COc1ccc(C(=O)N=c2sc3c(C)ccc(OC)c3n2C)cc1	-9	181	3%	9	181	1%	nt	nt	nt
COc1ccc(CCN2C(=O)CC(N3CCN(c4ccccn4)CC3)C2=O)cc1OC (configuration not stated)	1	156	1%	0	156	-58%	7	90	83
O=C(OCc1ccc2c(c1)OCO2)c1cccc(S(=O)(=O)N2CCCCC2)c1	4	118	-5%	-4	118	-45%	-4	105	109
CCOC(=O)N1CCC(NC(=O)C(CC(C)C)NC(=O)C2CCCCC2)CC1 (configuration not stated)	nt	nt	5%	nt	nt	-21%	6	101	95
CCOC(=O)/C(C#N)=C1/C=Cc2ccccc2N1CC	nt	nt	0%	nt	nt	4%	4	94	91
Cc1cc(C)c2c(N)c(C(=O)NN3CC(=O)N(c4ccccc4F)CC3=O)sc2n1	1	162	-3%	-1	162	4%	nt	nt	nt

# Next compounds:
SMILES	NFkB transloc pot	NFkB transloc pot cell count 2 µM	Bcl-B displacement	IL1B NFkB inh	IL1B NFkB inh cell count 2 µM	PLAP inhibitors HTS	MRP reversal	MRP reversal cytotoxicity	MRP reversal with doxorubicin
CC(C)n1c(SCc2cc(=O)[nH]c3ccccc23)nc2c1c(=O)n(C)c(=O)n2C	nt	nt	-5%	nt	nt	14%	7	89	82
O=C(c1ccc(CS(=O)(=O)Cc2ccc(Cl)cc2)o1)N1CCCC1	4	132	-10%	-4	132	2%	8	91	83
COCC(O)CSc1c([N+](=O)[O-])nc(C)n1Cc1ccc(OC)c([N+](=O)[O-])c1 (configuration not stated)	-2	62	nt	2	62	nt	9	95	85
CSC1=NCCN1C(=O)c1ccco1	-6	183	-5%	6	183	3%	-9	92	101
CCCSc1nnc2nc3c(nn12)c1ccccc1n3C	-4	96	17%	4	96	-31%	-35	48	83
Cc1ccc(C(=O)CCNc2cccc(Br)c2)o1	5	130	-2%	-6	130	19%	11	87	76
CCN1CCN(C(=O)c2ccc3c(c2)N(Cc2ccc(F)cc2)C(=O)c2ccccc2S3=O)CC1 (configuration not stated)	-12	51	nt	12	51	nt	nt	nt	nt
CCOC(=O)c1ccc(CNS(=O)(=O)c2c(C)ccc3nsnc23)o1	-9	84	-10%	9	84	16%	6	81	75

# Grouped by structure: those above with an aryl thioether with sulfur outside any ring.
SMILES	NFkB transloc pot	NFkB transloc pot cell count 2 µM	Bcl-B displacement	IL1B NFkB inh	IL1B NFkB inh cell count 2 µM	PLAP inhibitors HTS	MRP reversal	MRP reversal cytotoxicity	MRP reversal with doxorubicin
Cn1ccnc1SCC(=O)Nc1cccc(O)c1	5	201	-2%	-5	201	15%	-6	107	113
CCn1c(SCC(=O)Nc2ccc(S(=O)(=O)Nc3onc(C)c3C)cc2)nnc1-c1ccccc1	7	52	4%	-7	52	-59%	16	98	83
Cc1cc(N2CCOCC2)nc(SCC(=O)c2ccccc2)n1	nt	nt	13%	nt	nt	-36%	-26	49	75
Cc1ccc2nc(SCC(=O)NCc3ccco3)c(C#N)cc2c1	7	156	-37%	-7	156	24%	-6	88	94
CCOc1ccc2nc(SC(C)C(N)=O)[nH]c2c1 (configuration not stated)	21	213	2%	-21	213	11%	3	95	92
Cn1c(SCc2ccccc2)nnc1-c1ccc2c(c1)OCO2	3	149	-2%	-3	149	-1%	-3	82	85
CC(C)n1c(SCc2cc(=O)[nH]c3ccccc23)nc2c1c(=O)n(C)c(=O)n2C	nt	nt	-5%	nt	nt	14%	7	89	82
COCC(O)CSc1c([N+](=O)[O-])nc(C)n1Cc1ccc(OC)c([N+](=O)[O-])c1 (configuration not stated)	-2	62	nt	2	62	nt	9	95	85
CCCSc1nnc2nc3c(nn12)c1ccccc1n3C	-4	96	17%	4	96	-31%	-35	48	83

# These rows are one share of the data. The share of hits here may be higher or lower than overall.
